Screening results from PubChem.
Chronic BCR inh: qHTS Assay to Find Inhibitors of Chronic Active B-Cell Receptor Signaling | ABC-DLBCL IkBa-CBG/CBR reporter, luminescence ratio, 4 h | Potency, µM (titrated, usually from 46.1 µM), without a hit: top-dose ratio change, negative = lower green/red ratio, hits mostly inhibitors | hit rate 0.05% among 340,000 | AID 493014, 2011; active means well fitted inhibition curve with a large enough effect in the signal ratio, with a control signal flat, not every such curve was filed as active; inconclusive means small, poorly fitted or top-dose-only effect, or effect the other way, or a change in a side signal; the % refers to the signal ratio;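 further: potency means the concentration at half of the fitted maximal effect; plate controls were basal doxycycline-induced cells for no effect and cells given 10 µM MG132 for full effect; MG132 reads +100%, hits lower the ratio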
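Concentration-response series (up to 46 uM) were applied to TMD8 dual-reporter cells for 4 h at 37C with doxycycline. Green/red ratio, after filter-overlap correction, defined %Activity; red signal alone was normalised to basal cells and zero luminescence.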
TCR act: Activators of T cell receptors: qHTS campaign. primary human leukocytes, anti-CD3, IL-2 HTRF, 48 h. Potency, µM (top dose mostly 9.22 µM), without a hit: at the highest dose activation of IL-2 secretion, usual class: activators. 330,000 tested, under 10 active. AID 504894, 2011; further: % of control where 0% means no effect
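Compounds are tested in HTS on primary human leukocytes co-incubated with a-CD3 beads for 48 hr. IL-2 output is measured by time-resolved FRET.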
B2AR arrestin: qHTS assay of beta-arrestin-biased ligands of beta2-adrenergic receptor; beta-arrestin recruitment to beta2AR, cell-based reporter; Potency, µM (titrated, usually from 46.1 µM), inactives show top-dose activation, hits mostly activators; hit rate 0.02% among 330,000; AID 492947, 2010;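 further: potency means the concentration at half of the fitted maximal effect; 0% = DMSO controls and full agonism = EC100 isoproterenol or metaproterenol; nearly all actives have a fitted effect of over 65% in size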
Target sequence (P07550 whole entry, looked up): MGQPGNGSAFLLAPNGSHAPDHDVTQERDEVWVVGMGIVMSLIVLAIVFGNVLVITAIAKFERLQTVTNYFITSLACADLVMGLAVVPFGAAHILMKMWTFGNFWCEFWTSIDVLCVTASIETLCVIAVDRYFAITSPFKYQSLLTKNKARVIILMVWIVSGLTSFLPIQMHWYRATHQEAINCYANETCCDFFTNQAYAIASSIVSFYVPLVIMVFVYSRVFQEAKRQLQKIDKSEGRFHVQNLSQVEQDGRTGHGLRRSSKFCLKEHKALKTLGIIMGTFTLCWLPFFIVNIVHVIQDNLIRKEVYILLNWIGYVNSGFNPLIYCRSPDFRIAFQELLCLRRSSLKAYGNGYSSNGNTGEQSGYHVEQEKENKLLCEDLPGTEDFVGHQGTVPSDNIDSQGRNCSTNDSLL
uPA surface inh: qHTS for Inhibitors of Cell Surface uPA Generation; cell surface uPA generation assay, qHTS; Potency, µM (doses to about 38.3 µM), without a hit: top-dose activity change, negative = inhibition, hits mostly inhibitors; hit rate 0.31% among 330,000; AID 540303, 2011; active means well fitted inhibition curve with a large enough effect; inconclusive means small, poorly fitted or top-dose-only effect; inactive means no such curve, though single readings can be large or run the other way; tested in mouse RAW 264.7 cells; further: potency means the concentration at half of the fitted maximal effect; on the % scale 0 is the no-effect control and ±100 the full control effect; nearly all actives have a fitted effect of over 55% in size
USP2a block: qHTS Assay for Inhibitors of Ubiquitin-specific Protease USP2a Using CHOP2 as the Reporter; USP2 core, Ub-CHOP2 coupled fluorogenic reporter, 485/531; Potency, µM (doses to about 38.3 µM), for the others: at the highest dose activity change, negative = inhibition, most hits filed as inhibitors; hit rate 0.01% among 330,000; Ubiquitin carboxyl-terminal hydrolase 2 (Homo sapiens), O75604;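 further: potency means the concentration at half of the fitted maximal effect; plate controls were DMSO wells for no effect and full inhibition by NEM control for full effect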
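USP2 core (10nM final) preincubated 30min RT with compound in 20mM Tris-HCl pH 8.0, 2mM CaCl2, 2mM beta-mercaptoethanol, 0.05% CHAPS; 25nM Ub-CHOP2 plus 25nM reporter substrate added, fluorescence (Ex485/Em531) read after 60min.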
PTAP TSG101 blk: qHTS Assay for Iinhibitors of HIV-1 Budding by Blocking the Interaction of PTAP/TSG101. Tumor susceptibility gene 101 protein (Homo sapiens), Q99816. 340,000 tested, under 10 active. Fluorescence polarization, FITC-PTAP peptide / Tsg101 binding. Potency, µM (titrated, usually from 115 µM), without a hit: at the highest dose activity change, negative = inhibition, hits mostly inhibitors; active means well fitted inhibition curve with a large enough effect in the main read-out, with a control signal flat, not every such curve was filed as active; inconclusive means small, poorly fitted or top-dose-only effect, or effect the other way, or a change in a side signal; inactive means no such curve, though single readings can be large or run the other way; further: potency means the concentration at half of the fitted maximal effect; % of control where 0% means no effect
Target sequence (Q99816 whole entry, looked up): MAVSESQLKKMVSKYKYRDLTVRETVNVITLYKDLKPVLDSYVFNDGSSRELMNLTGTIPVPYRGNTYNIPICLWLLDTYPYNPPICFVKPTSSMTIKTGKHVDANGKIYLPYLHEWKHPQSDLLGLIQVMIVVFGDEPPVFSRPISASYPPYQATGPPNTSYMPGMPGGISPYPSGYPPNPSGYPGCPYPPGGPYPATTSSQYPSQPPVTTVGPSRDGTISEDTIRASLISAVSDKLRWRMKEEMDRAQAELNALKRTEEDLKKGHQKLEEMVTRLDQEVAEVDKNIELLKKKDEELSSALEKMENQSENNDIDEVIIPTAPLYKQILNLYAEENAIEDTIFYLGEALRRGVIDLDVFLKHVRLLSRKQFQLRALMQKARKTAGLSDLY
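Fluorescence polarization binding of Tsg101 binding domain (10 uM final) to FITC-labeled PTAP peptide (50 nM final) in HEPES pH 7.5 buffer with NaCl, Tween 20, EDTA, TCEP. Compounds added before peptide; binding 20 min at RT.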
Mito fusion act: qHTS Assay for Small Molecule Inhibitors of Mitochondrial Division or Activators of Mitochondrial Fusion | hit rate 0.23% among 320,000 | S. cerevisiae fusion-defective mutant growth rescue, CellTiterGlo 48 h | Potency, µM (titrated, usually from 46.1 µM), for the others: at the highest dose growth rescue (activation), most hits filed as activators;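 further: potency means the concentration at half of the fitted maximal effect; % of control where 0% means no effect; nearly all actives have a fitted effect of over 45% in size; temperature-sensitive fusion mutants such as fzo1-1 at 37 °C on non-fermentable ethanol glycerol medium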
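Temperature-sensitive fusion-defective S. cerevisiae (e.g. fzo1-1, mgm1-5) were grown with compound in YPEG medium (3% ethanol, 3% glycerol) for 48 hours at 37C. Growth rescue was measured as viability by CellTiterGlo luminescence after 10 minutes at ambient.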
ELG1 DNA repair: qHTS screen for small molecules that inhibit ELG1-dependent DNA repair in human embryonic kidney (HEK293T) cells expressing luciferase-tagged ELG1 | HEK293T ELG1-luciferase reporter, luminescence, 16 h; DNA damage induced by 5-fluorouridine | Potency, µM (series often up to 46.1 µM), for the others: at the top dose activity change, negative = inhibition, usual class: inhibitors | AID 504467, 2011 | hit rate 2.3% among 330,000; further: potency means the concentration at half of the fitted maximal effect; on the % scale 0 is the no-effect control and ±100 the full control effect; nearly all actives have a fitted effect of over 55% in size
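Overnight (16 hr) co-exposure of 2,000 cells/well to 5-fluorouridine and compound at 37 °C preceded detection. Luciferase was quantified via ONE-Glo luminescence; loss of signal denotes inhibition.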
TSHR antag: Antagonists of the Thyroid Stimulating Hormone Receptor: HTS campaign. Thyrotropin receptor (Homo sapiens), P16473. TSHR-expressing cells, TSH-stimulated cAMP HTRF, 2 h; hits give low values. activity change, negative = inhibition, % at 11.5 µM. hit rate 0.2% among 330,000. AID 504810, 2011;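 active means activity change below a set negative limit, meaning inhibition stronger than a set level, cut at about -70% in these data; inconclusive means activity change between two set negative limits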; further: on the % scale 0 is the no-effect control and ±100 the full control effect
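Freshly harvested TSHR cells receive pin-tooled compound, then EC80 TSH at 4nM final. After 2 hours at 37 deg C, antibody in lysis buffer and cAMP-d2 are added; 30 minutes at ambient temperature precede the HTRF read.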
Eya2 phos inh: qHTS Assay for Inhibitors of the Phosphatase Activity of Eya2. recombinant Eya2, OMFP fluorescence dephosphorylation (OMFP is methylfluorescein phosphate). Potency, µM (doses to about 76.9 µM), inactives show at the highest dose activity, negative = inhibition, most hits filed as inhibitors. hit rate 0.006% among 330,000. AID 488837, 2010; further: potency means the concentration at half of the fitted maximal effect; on the % scale 0 is the no-effect control and ±100 the full control effect
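Eya2 protein (added as 0.2 uM solution) was preincubated with compound for 10 min at ambient temperature in 50 mM HEPES pH 7.5, 50 mM NaCl, 5 uM MgCl2, 0.05% BSA, 1 mM DTT. OMFP (added at 50 uM) then reacted 10 min; fluorescence read at 485/525 nm.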
Tb PFK block: qHTS Assay to Find Inhibitors of T. brucei phosphofructokinase; T. brucei PFK, ADP-Glo luminescence; Potency, µM (top dose mostly 57.5 µM), for inactives: at the highest dose activity, negative = inhibition, usual class: inhibitors; hit rate 0.17% among 330,000; ATP-dependent 6-phosphofructokinase (Trypanosoma brucei brucei), O15648;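 further: potency means the concentration at half of the fitted maximal effect; 0% = uninhibited 1x PFK enzyme wells and -100% = no-enzyme wells; nearly all actives have a fitted effect of over 60% in size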
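Activity is normalized to no-enzyme wells (full inhibition) and 1.25 nM enzyme wells (no inhibition). Reaction: 0.5 mM F6P, 0.1 mM ATP, 45 min RT, ADP-Glo luminescence; concentration-response curves fitted and classed by quality.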
Starred values were filed as active, the others as inactive; ? = inconclusive; . = no result given; & = joins results of further samples; [ ] = another dose, or the depositor's remark. Unless noted, the call rests on the fitted dose curve; in most records, active means well fitted curve in the direction sought with a large enough effect; inconclusive means small, poorly fitted or top-dose-only effect, or another doubt; inactive means no such curve, though single readings can be large; an effect the other way counts as inactive or inconclusive. Hits appear at their usual frequency; overall some 3% were active at least once.

Structure	Chronic BCR inh	TCR act	B2AR arrestin	uPA surface inh	USP2a block	PTAP TSG101 blk	Mito fusion act	ELG1 DNA repair	TSHR antag	Eya2 phos inh	Tb PFK block
O=C(Nc1ccc(-c2nc3ccccc3s2)c(OC(=O)c2ccccc2)c1)c1ccccc1	?	-8%[46.1 µM]	-0.7%	0%	6%	1%	-1%	?	1	4%	0%
On1nnc2c3ccccc3c3ccccc3c21	-1%	1%	-0.5%	2%	-1%	-1%	-3%	-3%	3	12%	6%
CCN(CC)CCN(C(=O)/C=C/c1cccs1)c1nc2ccc(Cl)cc2s1	-5%	2%	-0.2%	19%	4%	-8%	-7%	7%	8	-5%	-7%
CC(=O)Nc1ccc(-c2csc(NC(=O)c3ccc(C)o3)n2)cc1	-11%	4%	0.0%	6%	4%	-2%	3%	-21%	-15	27%	3%
COc1ccc(Cl)cc1NC(=O)COC(=O)Cc1cc(OC)c(OC)c(OC)c1	?	-3%	0.3%	-4%	1%	-4%	.	-9%	-2	-7%	-5%
O=C(NCc1ccco1)C(Cc1ccccc1)N1C(=O)c2ccccc2C1=O (configuration not stated)	17%	-7%	0.3%	-4%	4%	-4%	-1%	15%	-7	13%	0%
CCOc1cc(S(=O)(=O)NCc2cccs2)ccc1Cl	-6%	4%	0.0%	0%	-1%	-3%	-1%	-6%	-3	3%	2%
Cc1ccc(C(=O)OCC(=O)NC2CCCCC2)cc1S(=O)(=O)N1CCCCC1	-6%	-1%	0.1%	5%	0%	-2%	1%	10%	2	-5%	0%
CCN(CC)C(=O)[C@H]1CC(CC(=O)NCCCN(C)C)C(=O)N2CCc3c([nH]c4ccc(OC)cc34)[C@]12C (some centres not stated)	0%	3%[46.1 µM]	-0.3%	-5%	-2%	1%	.	?	0	1%	0%
CCOC(=O)c1sc2nc(N3CCOCC3)c3c(c2c1N)CCN(C)C3	7%	.	0.0%	.	-1%	.	-1%	-5%	-5	-6%	0%
COc1nc(-c2ccccc2Cl)ccc1C#N	?	-12%	-0.2%	.	-7%	-10%	7%	21%	-15	5%	-2%
Cc1cc(C)c(Cn2c(=O)n(CCCC(=O)NCc3ccco3)c(=O)c3sccc32)c(C)c1	6%	7%	0.3%	-4%	1%	0%	-1%	19%	-1	8%	-2%
O=C1OC(c2ccccc2)C2(CCCC2)C(=O)C12CCCC2 (configuration not stated)	-2%	4%	0.0%	-3%	3%	-3%	2%	4%	9	24%	-2%
CC(NC(=O)c1ccc([N+](=O)[O-])cc1Cl)C1CC2CCC1C2 (configuration not stated)	6%	-6%	-0.1%	1%	2%	0%	-21%	17%	-1	-4%	-7%
CN(C)c1oc(-c2ccccc2Cl)nc1P(=O)(c1ccccc1)c1ccccc1	7%	5%	-0.2%	-3%	-7%	-6%	19%	?	5	-4%	0%
COc1ccccc1CNC(=O)COc1ccccc1C	-1%	4%	-0.8%	3%	-2%	-9%	10%	-2%	64	-21%	2%
Ic1ccc(N2CCN(Cc3c[nH]c4ncccc34)CC2)cc1	6%	-5%	0.0%	-11%	1%	-4%	?	12%	11&0	-11%&3%	-10%
Cc1c(NC(=O)Nc2ccc(Cl)c(Cl)c2)c(=O)n(-c2ccccc2)n1C	?	1%	-0.8%	2%	0%	-5%	3%	?	4	10%	-13%
Cc1coc2cc3oc(=O)c(CCC(=O)NCCCN4CCOCC4)c(C)c3cc12	-2%	1%	-0.2%	1%	-1%	-2%	0%	3%	-11	-8%	0%
CCCOC(=O)c1[nH]c2c(c1C)C(=O)CC(c1cccs1)C2 (configuration not stated)	?	6%	0.3%	-9%	4%	0%	2%	?	1	-4%	-1%
O=C(NCCc1ccc(C(F)(F)F)cc1)C1CCC(=O)N(CCCN2CCCC2=O)C1 (configuration not stated)	4%	-4%	-0.1%	-8%	0%	-4%	1%	13%	9	-5%	0%
COc1ccc(/C=N/NC(=O)CO/N=C(\C)c2cccs2)cc1	?	-14%	-0.3%	-6%	0%	-2%	-4%	-1%	-7	8%	-4%
CCOC(=O)C1=CN(Cc2cccc(F)c2)S(=O)(=O)N(C)C1c1ccc2ccccc2c1 (configuration not stated)	?	3%[46.1 µM]	-0.2%	6%	-2%	-2%	.	2%	17	-2%	-1%
C=CCOc1c(CNc2nccs2)cccc1OCC	?	9%	-0.3%	.	2%	-6%	7%	1%	-9	-24%	-9%
COCCNc1nnc(SCC(=O)NC(=O)c2ccccc2)s1	-19%	1%	0.0%	3%	-3%	-5%	7%	7%	11	7%	0%
O=C(NN(c1ccccc1)c1ccccc1)c1ccccc1F	0%	-1%	0.4%	4%	3%	2%	0%	?	5	-4%	-3%
CCOc1cccc(NC(=O)/C(C#N)=C\c2cn(CC(=O)O)c3ccccc23)c1	?	5%	-1.4%	15%	?	-1%	2%	-4%	55	5%	?
O=C(COc1cc2oc(=O)c3c(c2cc1Cl)CCCC3)NCc1cccnc1	2%	-1%	-0.8%	4%	0%	-4%	-4%	-1%	-13	-24%	0%
CC1(C)C2CCC(C2)C1(C)NC(=O)CN1CCN(Cc2ccccc2)CC1 (configuration not stated)	-7%	3%	0.3%	0%	-2%	0%	-4%	?	-3	1%	-2%
O=C(Nc1sc2c(c1C(=O)O)CCC2)c1ccc(F)cc1	?	-2%	0.0%	-8%	4%	-5%	4%	6%	-28	-9%	9%
COc1ccc2nc(NC(=O)Nc3ccccc3OC)sc2c1	?	5%	-0.9%	-6%	1%	-6%	?	?	-8	-9%	0%
O=C(COc1ccc(Cl)cc1)N1CCN(c2cccc(C(F)(F)F)c2)CC1	?	3%	-0.4%	5%	1%	-4%	9%	-15%	-16	-7%	-6%
COc1ccc(C2=NNC(=O)CC2)cc1	0%	2%[46.1 µM]	-1.0%	4%	-2%	-12%	-2%	?	13	-1%	-11%
CCC1=C(OC(=O)N(CC)CC)N2C(=O)OC(=NCC(=O)OC)[C@]2(C)[C@H]2C1=CC[C@H]1C(=O)N(C)C(=O)[C@H]12	?	-7%	-0.1%	1%	0%	0%	11%	0%	-6	?	-3%
O=C(O)c1cccc(NS(=O)(=O)c2cccc3cccnc23)c1	?	-2%	0.0%	-4%	1%	0%	0%	0%	13	32%	3%
CC(C)Cc1nc(SCC(=O)N2CC(C)OC(C)C2)c2c(=O)n(C)c(=O)n(C)c2n1 (configuration not stated)	4%	5%	-0.2%	9%	4%	-3%	0%	-9%	5	-4%	0%
O=C(NCCc1csc(-c2ccccc2)n1)c1ccccc1F	1%	1%	-0.2%	-2%	3%	-1%	19%	-22%	-15	5%	3%
CCc1cc2c(N3CCN(c4ccccc4)CC3)ncnc2s1	0%	1%	0.4%	-11%	-1%	1%	7%	?	-33	2%	-6%[0.46 µM]
COCCN(C(=O)CSc1ccc2c(c1)OCCO2)c1c(N)n(CC(C)C)c(=O)[nH]c1=O	4%	-6%	2.9%	5%	-1%	-3%	.	6%	29	-41%	?
